# TIM10 inh: growth inhibitors of TIM10 yeast strain; S. cerevisiae TIM10 strain growth, BacTiter-Glo luminescence, 24 h; inhibition, % at 10 µM; 330,000 tested, 1.4% active; AID 463195;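 active = inhibition of 40% or more at the single tested concentration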;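 note: wild-type TIM10 isogenic control strain grown at permissive 25 °C; 0% = DMSO yeast wells and 100% = minimal medium wells without yeast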
# tim23-1 inh: growth inhibitors of tim23-1 mutant yeast; S. cerevisiae tim23-1 growth, BacTiter-Glo luminescence, 24 h; inhibition, % at 20 µM; 330,000 tested, 1.3% active;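 active = growth inhibition of the mutant yeast at or above 50%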;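 note: temperature-sensitive mutant grown at 25 °C; plate controls were DMSO-treated mutant yeast for no effect and medium wells lacking yeast for full effect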
# Mdm2 MdmX PPI: human Mdm2/MdmX binding inhibition. O15151+Q00987. SaOS-2 split-luciferase Mdm2/MdmX complementation, luminescence. inhibition, % at 8 µM. 330,000 tested, 3% active. AID 485346;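 active = inhibition of at least 50% at 8 µM in the primary screen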
# Target sequence (O15151 whole entry, looked up): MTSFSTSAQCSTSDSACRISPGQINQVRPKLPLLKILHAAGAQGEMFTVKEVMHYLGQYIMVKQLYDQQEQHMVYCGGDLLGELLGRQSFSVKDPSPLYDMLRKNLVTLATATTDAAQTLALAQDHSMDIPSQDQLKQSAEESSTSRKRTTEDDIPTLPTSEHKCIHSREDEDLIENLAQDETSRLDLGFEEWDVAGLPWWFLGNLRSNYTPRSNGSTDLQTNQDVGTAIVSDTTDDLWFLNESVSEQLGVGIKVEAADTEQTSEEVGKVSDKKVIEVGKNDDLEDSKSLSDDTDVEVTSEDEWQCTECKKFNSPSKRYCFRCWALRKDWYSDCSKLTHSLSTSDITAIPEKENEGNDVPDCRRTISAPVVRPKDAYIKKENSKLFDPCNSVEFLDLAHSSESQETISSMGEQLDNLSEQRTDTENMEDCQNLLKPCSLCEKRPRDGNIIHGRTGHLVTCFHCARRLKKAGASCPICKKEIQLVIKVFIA
# Target sequence (Q00987 whole entry, looked up): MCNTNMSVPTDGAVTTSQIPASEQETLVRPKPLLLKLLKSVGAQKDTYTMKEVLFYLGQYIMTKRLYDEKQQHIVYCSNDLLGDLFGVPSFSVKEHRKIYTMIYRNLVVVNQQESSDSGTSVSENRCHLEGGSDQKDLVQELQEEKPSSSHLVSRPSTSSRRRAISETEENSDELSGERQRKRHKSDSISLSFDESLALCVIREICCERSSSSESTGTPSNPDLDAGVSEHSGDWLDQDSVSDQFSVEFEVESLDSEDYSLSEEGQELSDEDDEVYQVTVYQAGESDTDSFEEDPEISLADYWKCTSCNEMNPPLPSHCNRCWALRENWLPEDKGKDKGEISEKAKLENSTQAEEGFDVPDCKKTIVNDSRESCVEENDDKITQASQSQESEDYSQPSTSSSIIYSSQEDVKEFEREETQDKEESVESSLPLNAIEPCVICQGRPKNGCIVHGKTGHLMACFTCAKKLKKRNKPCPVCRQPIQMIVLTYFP
# tim10-1 inh: inhibits growth of tim10-1 mutant yeast. AID 463190. S. cerevisiae tim10-1 ts strain growth, BacTiter-Glo, 24 h. inhibition, % at 20 µM. 330,000 tested, 2.2% active;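 active = inhibition of at least 40%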;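 note: mutant grown at 25 °C; 0% = DMSO wells with yeast and 100% = wells holding no yeast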
# 697 NFkB inh: lowers PMA/ionomycin-induced NF-kB signal in 697 B cells; 697 B-cell NF-kB luciferase reporter, 16 h; inhibition, % at 4 µM; 330,000 tested, 0.33% active; in the data active = inhibition above about 35%
# Jurkat NFkB inh: inhibitors of the PMA/ionomycin-induced NF-kB reporter in Jurkat cells. PMA/ionomycin-induced NF-kB luciferase reporter, luminescence. inhibition, % at 4 µM. 330,000 tested, 0.53% active; in the data active = inhibition above about 50%
# XBP1 UPR activ: activators of adaptive arm of unfolded protein response (XBP1). CHO-XBP1 luciferase reporter, IRE1-XBP1 UPR activation, luminescence; percent of tunicamycin response, DMSO as zero. activation, % at 20 µM. 330,000 tested, 0.33% active. AID 463104;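 active = versus positive control, 20 µM dose yields 30% or more activation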;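 note: 100% = tunicamycin at 10 µg/mL and 0% = DMSO only wells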
#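 Assay system: IRE1-XBP1 luciferase reporter CHO line. Input: 1000 cells/well. Buffer or medium: F12 with 10% serum. Doses: 20 µM, 1% DMSO. Times: overnight seeding at 37 °C, 6 h compound treatment at 37 °C. Technique: Steady-Glo luciferase glow luminescence, 10 min after reagent addition.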
# UPR CHOP act: activators of apoptotic arm of unfolded protein response (CHOP); CHO-CHOP luciferase reporter, UPR activation, luminescence; percent of tunicamycin response over DMSO baseline; activation, % at 10 µM; 330,000 tested, 0.34% active; AID 449763;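 active = at 10 µM dose, activation of 40% or more, normalized to positive control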;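 note: 100% = tunicamycin at 10 µg/mL and 0% = DMSO alone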
#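 System: CHO-CHOP luciferase reporter cell line; amount: 500 cells/well; buffer or medium: F12 medium containing 10% fetal bovine serum; incubation: 6 h compound exposure at 37 °C after overnight seeding; measured by: luciferase luminescence after 10 min with Steady-Glo reagent; evaluation: % reporter activation, DMSO baseline versus tunicamycin full activation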
# An asterisk follows results filed as active; x = no result given.
SMILES,TIM10 inh,tim23-1 inh,Mdm2 MdmX PPI,tim10-1 inh,697 NFkB inh,Jurkat NFkB inh,XBP1 UPR activ,UPR CHOP act
O=C(c1cc(S(=O)(=O)N2CCOCC2)c(Cl)cc1Cl)N1CCCC1,16.3,18.6,-13.3,11.0,1.4,13.7,1.2,-1.1
CCC(Cc1ccccc1)NS(=O)(=O)c1ccc2c(c1)NC(=O)CO2 (stereo not drawn),-2.3,11.7,-2.7,4.0,-9.5,8.0,-5.5,0.7
COc1ccc(OC)c(Cc2nnc(CCC(=O)NC3CCCCCCC3)o2)c1,14.3,11.8,-50.4,-5.5,-36.6,-30.9,11.0,8.3
CC(C)(/C=N/O)/[N+]([O-])=C/c1ccccc1C(F)(F)F,-16.5,0.0,10.3,5.0,0.1,6.1,-3.1,-0.2
CCOC(=O)c1cc(C(=O)OCC)cc(-n2cc(O)c(C(=O)OCC)n2)c1,21.5,2.8,13.6,22.7,7.3,-3.7,1.5,-1.0
COC1=C(N2CCOCC2)C(=O)c2ccccc2C1=O,-3.2,2.1,17.1,10.0,4.3,-12.1,-7.1,0.4
Cn1c(=O)oc2cc(S(=O)(=O)N3CCC4(CC3)OCCO4)ccc21,-2.6,13.2,0.4,17.7,-0.1,9.1,1.5,1.4
Cn1cc(C[C@H](NC(=O)OC(C)(C)C)C(=O)N[C@H](CO)Cc2ccccc2)c2ccccc21,10.4,13.1,0.4,16.9,-1.4,-3.9,0.0,-2.6
Cc1ccccc1CN1C(=O)CS/C1=N/N=C/c1ccco1,18.0,11.1,14.1,3.0,0.2,11.7,-1.6,-1.6
Clc1ccc(CSCCc2ccncc2)cc1,13.9,-3.1,20.7,-4.9,5.0,21.1,-3.3,-3.5
O=C(COC(=O)Cc1ccsc1)Nc1ccc(Cl)cn1,7.4,11.6,-22.9,11.8,-1.6,-19.9,1.6,-0.6
O=C(Nc1ccc(N2CCN(c3ccc(C(F)(F)F)cn3)CC2)nc1)c1cccs1,-1.5,-2.3,56.3*,-17.3,-24.6,17.5,-1.1,-0.7
CCOC(=O)c1c(C)[nH]c(C(=O)C(C)Sc2ccc(Cl)cc2)c1C (stereo not drawn),0.4,18.0,-23.2,7.2,-1.8,4.9,0.7,1.8
CC1CC(=O)Nc2ccccc2N1C(=O)Cn1cnc2ccc(Br)cc2c1=O (stereo not drawn),-1.3,4.6,19.4,0.2,5.2,-2.7,-2.2,1.9
Cc1ccc([N+](=O)[O-])cc1N=Cc1ccc(Br)s1,1.4,7.4,-2.3,10.8,-13.3,-1.4,-0.9,1.1
CC(C)CN1CCN(Cc2cc(F)ccc2-n2cccn2)CC1CCO (stereo not drawn),-10.9,5.1,-12.3,4.5,8.4,6.8,-2.1,-1.2
CC(Oc1ccccc1)C(=O)Nc1oc(-c2ccco2)c(-c2ccco2)c1C#N (stereo not drawn),32.6,14.3,26.7,15.3,-29.6,-1.1,1.3,-2.1
Cc1cccc(C)c1NC(=O)CSc1nnc(C)n1-c1ccccc1,-0.2,1.2,17.7,16.8,17.5,-7.9,-1.2,-0.5
CCN(CC)c1ccc(C(=O)NNC(=O)c2cccn2C)cc1,-8.2,1.0,-11.9,1.4,-44.9,-30.2,3.2,4.6
O=C(CN1CCOCC1)Nc1cccc(Br)c1,-7.6,15.9,-24.7,1.7,-0.1,-7.0,0.1,0.9
CCCS(=O)(=O)N1CCN(Cc2ccccc2OCC)CC1,3.8,2.2,9.5,8.6,0.7,-7.8,-2.3,1.0
O=C(Nc1cccc(F)c1)c1ccc(CSc2ccccc2)o1,18.8,-17.8,-11.6,-1.5,14.5,-25.0,-0.8,1.3
Cc1ccc(C)c(N2CCN(C(=O)CCc3nc(-c4cccc(C(F)(F)F)c4)no3)CC2)c1,9.3,34.2,-17.8,17.8,-50.7,x,2.5,5.3
CCCCOc1ccc(C(C)NC(=O)CCS(=O)(=O)Cc2ccccc2F)cc1 (stereo not drawn),12.6,15.6,-12.1,7.5,12.6,-0.6,-1.6,1.3
COC(=O)c1ccc(C(=O)OC)c(NC(=O)/C=C/C(=O)O)c1,-20.8,4.5,-27.0,-6.9,-6.8,-4.4,-1.3,-1.2
CS(=O)(=O)N(CC(=O)NCc1ccco1)c1ccc(Cl)c(C(F)(F)F)c1,-10.2,19.6,-5.8,7.1,15.3,5.4,0.1,0.3
COC(=O)c1cc(COC(=O)c2ccc3ccccc3n2)oc1C,9.3,6.7,24.3,15.3,17.5,-8.3,-1.1,19.2
O=C(NCCc1ccccn1)c1c(-c2ccccc2)sc2ccccc12,31.7,48.7,-3.8,14.0,-10.7,8.4,0.8,0.6
COc1ccccc1-c1nc(C#N)c(N2CCN(Cc3ccccc3)CC2)o1,-12.1,10.7,15.4,19.2,14.3,4.2,2.9,-1.5
CCN(CC)CCNS(=O)(=O)c1ccc(/C=C/C(=O)O)cc1,0.4,13.8,2.5,-11.3,14.0,-14.1,-1.5,-0.3

# Gathered by group, those above with a cyano group.
SMILES,TIM10 inh,tim23-1 inh,Mdm2 MdmX PPI,tim10-1 inh,697 NFkB inh,Jurkat NFkB inh,XBP1 UPR activ,UPR CHOP act
CC(Oc1ccccc1)C(=O)Nc1oc(-c2ccco2)c(-c2ccco2)c1C#N (stereo not drawn),32.6,14.3,26.7,15.3,-29.6,-1.1,1.3,-2.1
COc1ccccc1-c1nc(C#N)c(N2CCN(Cc3ccccc3)CC2)o1,-12.1,10.7,15.4,19.2,14.3,4.2,2.9,-1.5

# The list continues:
SMILES,TIM10 inh,tim23-1 inh,Mdm2 MdmX PPI,tim10-1 inh,697 NFkB inh,Jurkat NFkB inh,XBP1 UPR activ,UPR CHOP act
CCn1cc(C2=NC(CCSC)CO2)c2ccccc21 (stereo not drawn),-2.4,5.5,2.4,10.4,15.7,-0.4,2.6,0.1
COc1cc(OC)c(C2C(C#N)=C(C)NC(C)=C2C#N)c(C(=O)O)c1,5.1,-2.0,-8.7,-15.0,4.5,6.3,-0.7,2.1
O=C(OCC(=O)N(C1CCCCC1)C1CCCCC1)c1ccccc1O,30.5,33.6,12.0,34.2,5.1,11.4,-2.1,-0.4
O=C(COC(=O)CSc1ccc([N+](=O)[O-])cc1)NCC1CCCO1 (stereo not drawn),-4.6,17.4,-0.7,9.7,-9.2,8.9,-2.5,-0.5
O=C(CCCn1nnnc1CN1CCOCC1)N1CCC(c2ccccc2F)C1 (stereo not drawn),2.5,-16.0,16.2,-0.9,-7.8,3.3,-1.2,1.2
COc1cccc(C(=O)COc2ccc(NC(=O)c3cccs3)cc2)c1,5.3,3.9,18.0,1.1,-2.7,3.1,0.8,0.3
Cc1ccc(NC(=O)COC(=O)Cc2csc(-c3cccc(F)c3)n2)cc1C,12.5,12.4,19.4,13.7,14.5,5.4,0.4,0.5
Cc1cc2c(cc1C)-c1nnnn1C(C)(C)C2,-7.7,21.0,-2.8,6.8,6.5,-5.4,1.2,-0.1
CCS(=O)(=O)c1ccc2c(c1)N(S(C)(=O)=O)CC(C(=O)NN)O2 (stereo not drawn),-11.2,8.2,-1.2,-5.8,9.6,-12.2,-3.1,0.8
CCOc1cccc(-c2nn3c(-c4ccco4)nnc3s2)c1,26.4,12.5,-14.1,42.5*,-35.4,-21.1,1.6,2.7
CC1(C)CC(=O)N(CC(=O)N2CCN(c3ncccn3)CC2)c2ccccc2S1(=O)=O,7.5,13.2,-1.7,12.6,17.2,15.6,-0.4,-1.2
CCCCc1ccc(N=N/C(C(=O)Nc2cc(OC)c(NC(C)=O)cc2OC)=C(/C)O)cc1,-6.2,6.3,-22.7,10.7,4.0,14.6,-2.0,0.7
Cn1c(=O)[nH]c(=O)c2c1nc(SCCN1CCOCC1)n2Cc1ccccc1,0.9,10.1,11.7,10.0,20.7,5.8,2.7,0.3
COC(=O)c1ccc(C(=O)Nc2nc3cc(N)c(C)cc3s2)cc1,1.3,-1.0,-2.5,-7.5,-45.0,-28.0,2.4,0.1
O=C(c1ccc(CS(=O)Cc2ccccc2Cl)o1)N1CCN(c2ccccn2)CC1 (stereo not drawn),6.7,17.4,5.7,3.7,-7.7,-9.0,-9.8,1.0
COc1ccc(C(CC(=O)Nc2nccs2)n2cccc2)cc1 (stereo not drawn),9.5,-10.1,-113.8,-3.5,-109.9,-107.4,-3.5,1.1
CCOc1cc(C(=O)NCC(C)CN(C)C)cc(OCC)c1OCC (stereo not drawn),-16.6,0.4,-5.8,-10.3,0.3,-11.2,-2.3,-1.4
CCN(CC)C(=S)Nc1ccc2nc3n(c(=O)c2c1)CCCCC3,-12.5,22.4,17.8,-7.9,3.6,-15.1,-1.8,-0.5
Nc1ccn(CC(=O)NCc2ccc3[nH]ccc3c2)c(=O)n1,1.4,7.0,25.2,2.5,12.8,-6.5,1.0,2.6
O=C(COc1ccc([N+](=O)[O-])cc1)Nc1cccc2nsnc12,-29.2,-19.9,14.3,-13.6,15.8,-20.4,-2.7,1.3
COc1ccc(C(=O)NC2CCN(S(=O)(=O)c3ccccc3)CC2)cc1,-2.2,3.9,-13.2,5.2,-40.4,-10.3,-1.7,-1.4
Cc1ccnc2nc(C(=O)Nc3ccc(S(=O)(=O)N4CCCC4)cc3)nn12,-6.8,-3.3,-27.4,-11.4,3.6,2.2,0.5,4.0
Cc1cc(C)c(OCC(=O)OCC(=O)N2CCCc3ccccc32)c(C)c1,3.0,23.6,4.1,16.7,7.4,9.4,-2.8,0.7
CC(Nc1nc(-c2ccc(F)cc2)cs1)c1nc2cc(Cl)c(N3CCCCC3)cc2n1CCCO (stereo not drawn),15.1,27.2,74.8*,27.2,-1.4,5.8,6.3,0.1
CC(=O)Nc1ccc(S(=O)(=O)n2nc(-c3ccc(C)cc3)nc2N)cc1,-0.1,4.2,24.9,1.0,4.9,10.1,-1.7,1.6
CC(C)(C)Nc1nc(N2CCCC2)nc(N2CCCC2)n1,18.5,42.4,54.8*,35.5,-15.1,44.6,-4.7,0.6
CCCCNS(=O)(=O)c1ccc(OC)cc1,2.6,5.4,11.2,20.6,-12.5,3.2,0.1,-0.4
Cc1nc2ccc(S(=O)(=O)NC(C(=O)N3CCCC3)C(C)C)cc2s1 (stereo not drawn),6.0,0.8,22.0,-9.0,9.6,14.2,-0.5,1.0
CCn1c(CN2CCOCC2)nnc1SCC(=O)Nc1cccc(C)c1,4.9,14.3,1.2,6.9,-4.3,-1.0,-4.5,1.2
Cc1cc(C)n(/N=C/c2ccco2)c(=O)c1C#N,-6.9,21.8,-0.2,7.3,-8.2,-14.1,3.7,-1.2

# Copied from the entries so far (6 entries):
SMILES,TIM10 inh,tim23-1 inh,Mdm2 MdmX PPI,tim10-1 inh,697 NFkB inh,Jurkat NFkB inh,XBP1 UPR activ,UPR CHOP act
CC(=O)Nc1ccc(S(=O)(=O)n2nc(-c3ccc(C)cc3)nc2N)cc1,-0.1,4.2,24.9,1.0,4.9,10.1,-1.7,1.6
CC(C)(C)Nc1nc(N2CCCC2)nc(N2CCCC2)n1,18.5,42.4,54.8*,35.5,-15.1,44.6,-4.7,0.6
CCCCNS(=O)(=O)c1ccc(OC)cc1,2.6,5.4,11.2,20.6,-12.5,3.2,0.1,-0.4
Cc1nc2ccc(S(=O)(=O)NC(C(=O)N3CCCC3)C(C)C)cc2s1 (stereo not drawn),6.0,0.8,22.0,-9.0,9.6,14.2,-0.5,1.0
CCn1c(CN2CCOCC2)nnc1SCC(=O)Nc1cccc(C)c1,4.9,14.3,1.2,6.9,-4.3,-1.0,-4.5,1.2
Cc1cc(C)n(/N=C/c2ccco2)c(=O)c1C#N,-6.9,21.8,-0.2,7.3,-8.2,-14.1,3.7,-1.2
